Screens deposited in PubChem BioAssay by Sanford-Burnham Center for Chemical Genomics.
SENP7 inh – blocks the human protease SENP7; Q9BQF6; recombinant SENP7, Z-RLRGG-aminoluciferin luminescence, 40 min; inhibition, % at 5 µM; 330,000 compounds, 1.5% hits; AID 434973;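 active = inhibition above about 50% at the single test dose, limit read from the data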;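 note: plate controls were DMSO with enzyme for no effect and no enzyme buffer wells for full effect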
Apaf-1 inh – human Apaf-1 inhibition; O14727; reconstituted apoptosome caspase-3 activity, DEVD-Rh110 fluorescence; inhibition, % at 20 µM; 330,000 compounds, 0.71% hits; AID 489030; active = inhibition of at least 40% at 20 µM;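 note: plate controls were DMSO wells for no effect and DEVD-CHO caspase inhibitor wells for full effect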
Target sequence (O14727 whole entry, looked up): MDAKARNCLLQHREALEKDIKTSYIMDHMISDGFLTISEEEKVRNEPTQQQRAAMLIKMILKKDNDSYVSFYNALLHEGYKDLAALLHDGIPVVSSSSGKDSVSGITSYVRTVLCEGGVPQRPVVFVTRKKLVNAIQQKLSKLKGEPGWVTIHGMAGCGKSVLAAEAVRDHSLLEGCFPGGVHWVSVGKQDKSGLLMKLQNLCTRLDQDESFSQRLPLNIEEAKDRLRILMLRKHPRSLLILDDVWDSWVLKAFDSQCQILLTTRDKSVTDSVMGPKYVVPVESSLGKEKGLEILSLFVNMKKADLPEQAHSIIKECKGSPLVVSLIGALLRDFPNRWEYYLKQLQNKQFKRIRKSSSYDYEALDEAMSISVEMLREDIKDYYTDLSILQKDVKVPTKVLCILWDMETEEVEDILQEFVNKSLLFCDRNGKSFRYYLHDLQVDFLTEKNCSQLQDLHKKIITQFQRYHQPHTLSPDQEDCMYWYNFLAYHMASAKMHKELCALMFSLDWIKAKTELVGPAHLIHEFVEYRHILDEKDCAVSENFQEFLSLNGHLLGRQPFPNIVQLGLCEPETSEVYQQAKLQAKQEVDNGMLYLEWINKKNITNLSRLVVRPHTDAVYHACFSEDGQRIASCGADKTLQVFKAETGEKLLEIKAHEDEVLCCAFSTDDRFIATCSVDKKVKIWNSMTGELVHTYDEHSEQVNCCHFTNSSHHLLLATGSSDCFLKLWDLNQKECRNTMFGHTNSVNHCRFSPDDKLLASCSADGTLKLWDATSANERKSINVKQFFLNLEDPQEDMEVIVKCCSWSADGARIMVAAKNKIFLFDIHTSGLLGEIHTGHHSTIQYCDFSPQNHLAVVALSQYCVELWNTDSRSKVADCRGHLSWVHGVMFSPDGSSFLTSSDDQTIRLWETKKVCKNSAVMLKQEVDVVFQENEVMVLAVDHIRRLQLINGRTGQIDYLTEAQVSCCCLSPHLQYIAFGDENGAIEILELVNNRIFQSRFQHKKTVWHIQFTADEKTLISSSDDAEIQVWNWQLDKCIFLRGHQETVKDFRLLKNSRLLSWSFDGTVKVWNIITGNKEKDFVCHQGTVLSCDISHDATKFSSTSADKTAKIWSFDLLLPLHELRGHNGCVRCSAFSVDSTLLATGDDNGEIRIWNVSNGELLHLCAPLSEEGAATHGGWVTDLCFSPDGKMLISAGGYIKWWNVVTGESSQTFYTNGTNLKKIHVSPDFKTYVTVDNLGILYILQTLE
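System: Apoptosome proteins | Medium: Hepes pH 7.5 with detergent and BSA | Also added: Cytochrome c trigger plus (Z-DEVD)2-Rh110 caspase-3 substrate | Incubation: 30 min compound preincubation, 50 min activation, room temperature | Detection: Rhodamine 110 fluorescence at Ex 480/Em 540 nm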
Jurkat NFkB inh – lowers PMA/ionomycin-induced NF-kB signal in Jurkat cells | PMA/ionomycin-induced NF-kB luciferase reporter, luminescence | inhibition, % at 4 µM | 330,000 compounds, 0.53% hits | AID 435003
Gli-Sufu antag – Gli-Sufu pathway antagonism | Sufu-KO-LIGHT fibroblasts, Gli luciferase reporter luminescence | inhibition, % at 5 µM | 340,000 compounds, 0.74% hits | AID 588413;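 active = inhibition above about 55%, limit read from the data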;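 note: 0% = DMSO-treated cells and 100% = wells with medium but no cells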
UBC13 inh – blocks human UBC13 polyubiquitin chain formation; P61088; TR-FRET; inhibition, % at 20 µM; 330,000 compounds, 0.47% hits; AID 485273; in the data active = inhibition above about 45%, passing the limit was not always enough
697 NFkB inh – lowers PMA/ionomycin-induced NF-kB signal in 697 B cells | 697 B-cell NF-kB luciferase reporter, 16 h | inhibition, % at 4 µM | 330,000 compounds, 0.33% hits | AID 435022; in the data active = inhibition above about 35%
HKDC1 inh – inhibitors of human hexokinase HKDC1. Q2TB90. recombinant HKDC1, G6PDH/diaphorase resazurin coupled fluorescence. inhibition, % at 20 µM. 340,000 compounds, 0.16% hits;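 active = inhibition above about 35% when tested at 20 µM, limit read from the data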;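 note: plate controls were DMSO wells with enzyme for no effect and DMSO wells lacking enzyme for full effect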
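System: Recombinant HKDC1 hexokinase | Amount: HKDC1 at 5 µg/mL | Reagent: Glucose with 1 mM ATP | Doses: Single 20 µM dose | Incubation: Reaction time 90 min, room temperature, protected from light | Signal: Coupled resazurin fluorescence, excitation 525 nm, emission 613 nm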
SENP8 block – inhibitors of human SENP8 protease. AID 2540. 330,000 compounds, 1.2% hits. inhibition, % at 10 µM. purified SENP8, Z-RLRGG-aminoluciferin cleavage, luminescence
Numbers without * were called inactive. Cut-off read from the data, not from the text of the source, unless noted: active = inhibition above about 50%; inactive = the rest. Compounds as they come; 3.6% or so of the library scored in one or more.

mol	SENP7 inh	Apaf-1 inh	Jurkat NFkB inh	Gli-Sufu antag	UBC13 inh	697 NFkB inh	HKDC1 inh	SENP8 block
O=C(Nc1ccccc1)C(Cc1ccccc1)NC(=O)C12CC3CC(CC(C3)C1)C2 (configuration not stated)	-4	-6	5	-27	-4	2	-6	2
CC(=O)NC(Cc1cccc(C)c1)C(=O)NC1CCN(c2ncccc2[N+](=O)[O-])CC1 (configuration not stated)	10	-2	28	3	-14	-48	0	8
O=C(NCCc1ccc(Cl)cc1)C1CCCN(S(=O)(=O)c2cnc[nH]2)C1 (configuration not stated)	-5	-3	4	2	8	7	1	6
COc1ccc(OC)c(NC(=O)c2ccc(CN(c3cc(Cl)ccc3C)S(=O)(=O)c3ccccc3)cc2)c1	1	2	3	0	-11	-19	-1	3
CC1CCN(c2c(NCc3ccc(C(=O)N4c5ccccc5CC4C)cc3)c(=O)c2=O)CC1 (configuration not stated)	12	22	22	57*	2	43*	-1	0
O=C(Nc1scc(-c2cccs2)c1C(=O)O)c1cccs1	-8	23	-8	-5	-8	2	7	76*
Cc1cccc(N2CCN(C(=O)c3ccc4[nH]c(C)c(C)c4c3)CC2)c1C	8	25	56*	-4	-1	-37	-2	0
Cn1c(NC(=S)Nc2ccccc2)nc2ccccc21	6	-14	-119	8	0	-193	-36	-18
C#CCOCCOCCOCCNc1nc(N2CCN(C(=O)[C@H](CCCN=C(N)N)n3cc(C(N)[C@@H](C)CC)nn3)CC2)nc(N2CCN(C(=O)[C@H](CCC(=O)O)n3cc([C@@H](N)[C@H](C)CC)nn3)CC2)n1 (some centres not stated)	7	-1	0	7	13	13	-4	-2
COc1ccc(O)c(-c2cc(-c3cccs3)[nH]n2)c1	20	6	-32	16	23	-32	5	19

(next part)
mol	SENP7 inh	Apaf-1 inh	Jurkat NFkB inh	Gli-Sufu antag	UBC13 inh	697 NFkB inh	HKDC1 inh	SENP8 block
Cc1ccc([C@@H]2[C@@H]3C(=O)N(C)C(=O)[C@@H]3[C@@H]3C(=O)Nc4ccccc4C(=O)N23)cc1	-6	0	3	7	-2	2	1	-3
CCOc1ccc(CCNS(=O)(=O)c2cc3c(cc2C)NC(=O)CO3)cc1OCC	-7	7	-2	2	0	17	-4	-3
COc1cccc(NC(=O)C(=O)NCCC2CCCCN2S(=O)(=O)c2cccs2)c1 (configuration not stated)	11	11	-53	-71	-11	-85	-4	11
CCC1Sc2ccc(S(=O)(=O)CCC(=O)Nc3cc(C)ccn3)cc2NC1=O (configuration not stated)	1	9	4	7	3	4	0	-7
COc1ccccc1OCc1nc(C#N)c(N2CC(C)CC(C)C2)o1 (configuration not stated)	8	9	5	14	2	1	-5	-10
O=C(c1ccc(Cl)c(S(=O)(=O)N2CCOCC2)c1)N1CCN(c2ccccc2)CC1	-2	-1	12	1	7	0	-1	2
Nc1c(C(=O)N/N=C/c2ccccc2Cl)oc2nc(-c3ccccc3)cc(-c3ccco3)c12	6	9	-13	-1	-9	5	0	8
COc1ccc(CN(C)CC(=O)Nc2c(C)cccc2C)c(OC)c1	-2	-1	-3	-14	-6	-6	-3	8
COc1cc(OC)cc(C(=O)NCCCNC(=O)c2cccnc2)c1	-3	1	-8	19	4	-3	-2	-3
COc1ccccc1CN(Cc1cc2cc(C)cc(C)c2[nH]c1=O)Cc1nnnn1CC1CCCO1 (configuration not stated)	-11	27	7	32	0	-10	11	-17

Other structures follow.
mol	SENP7 inh	Apaf-1 inh	Jurkat NFkB inh	Gli-Sufu antag	UBC13 inh	697 NFkB inh	HKDC1 inh	SENP8 block
COc1ccc(NC(=O)CSc2ccc(-c3cccnc3)nn2)cc1	9	-1	4	6	-4	-5	8	0
CN1CCCN(C(c2ccccc2)c2ccc(Cl)cc2)CC1 (configuration not stated)	6	11	17	12	23	7	11	0
CN(C)c1ccc(C(=O)N/N=C/c2cc(Br)cc(Br)c2O)cc1	-8	-19	13	3	-18	-25	-11	1
COc1ccc(N(C(=O)c2ccco2)S(=O)(=O)c2ccccc2)cc1	-1	-19	-3	-3	8	17	-7	2
CC(C)N(CC#CCC(O)(c1ccccc1)C1CCCC1)CCO (configuration not stated)	-1	17	-10	3	-3	-21	7	8
CCCC(=O)N(Cc1cc2cc(C)ccc2[nH]c1=O)c1ccccc1OC	5	17	-5	-11	7	-2	1	0
Cc1ccc(-n2c(O)c(C=Nc3ccc(S(=O)(=O)Nc4ncccn4)cc3)c3ccccc3c2=O)cc1C	-1	14	8	0	-8	14	21	9
Cc1ccc(S(=O)(=O)CCC(=O)Nc2ccccc2C)cc1	8	-3	-16	17	-1	2	-6	-8
CCOc1ccc(NC(=O)CSc2nc3ccccc3nc2N2CCOCC2)cc1	-1	19	4	42	6	4	-2	-3
CCOc1cc(S(=O)(=O)NC2CCCC2)ccc1Cl	2	1	0	1	4	7	-4	1

Going on with the list:
mol	SENP7 inh	Apaf-1 inh	Jurkat NFkB inh	Gli-Sufu antag	UBC13 inh	697 NFkB inh	HKDC1 inh	SENP8 block
CC(=O)Oc1ccc(N(C(C)=O)S(=O)(=O)c2ccc(C)c([N+](=O)[O-])c2)cc1	6	1	1	-8	2	0	-4	0
O=C(COC(=O)c1ccccc1)c1ccc(Br)cc1	2	-10	-34	-1	7	5	-6	83*
O=C(C1CCC1)N1CCc2cc(S(=O)(=O)NCCN3CCN(c4ccccc4F)CC3)ccc21	-5	16	-12	19	1	-23	-1	-1
O=C(NCCN1CCOCC1)c1ccc2c(c1)N(Cc1ccccc1F)C(=O)CS2	-5	6	0	0	-4	-10	0	0
COc1cccc(-c2cc(C(=O)Nn3cnnc3)c3ccccc3n2)c1	7	-30	6	-3	-4	1	-7	-10
CN(C)S(=O)(=O)c1cccc(NC(=O)c2cc(-c3cccs3)nc3ccccc23)c1	1	-2	44	5	14	-21	-1	6
CC(=O)Nc1ccc(S(=O)(=O)/N=C2\SCCN2S(=O)(=O)c2ccc(NC(C)=O)cc2)cc1	-8	6	-12	5	-6	-2	4	-2
COc1ccc(C(C)NC(=O)c2ccccc2Cl)cc1OC (configuration not stated)	4	-8	-11	-5	-1	10	-7	-1
CC(=O)NC(C)C(=O)OCC(=O)c1ccc(-c2ccccc2)cc1 (configuration not stated)	11	8	-2	-5	-3	-11	-6	-15
Oc1cc2c(cc1CN1CCc3ccccc3C1)OCO2	2	-2	17	-16	4	22	8	-3

(cont.)
mol	SENP7 inh	Apaf-1 inh	Jurkat NFkB inh	Gli-Sufu antag	UBC13 inh	697 NFkB inh	HKDC1 inh	SENP8 block
CC1(C)CC(=O)C(CC2CCCCC2=O)C(=O)C1 (configuration not stated)	3	-6	11	3	0	2	2	1
Cc1ccc(C(=O)COC(=O)CCc2nc3ccccc3[nH]c2=O)cc1C	5	-2	14	4	19	-5	-10	1
C[C@@H]1CN([C@H](C)CO)C(=O)c2cc(NC(=O)Nc3ccc(C(F)(F)F)cc3)ccc2O[C@H]1CN(C)S(=O)(=O)c1cccs1	-4	24	-7	5	-13	-1	2	-21
O=C(c1ccc(Cn2c(=O)[nH]c3ccsc3c2=O)cc1)N1CCN(c2ccccc2)CC1	2	-4	9	5	26	13	-7	-1
COc1ccccc1-n1c(C)nc2cc(C(=O)NCCN3CCOCC3)ccc21	-15	8	-16	-9	-16	-18	-9	-1
COc1cccc(CN(C(=O)COc2ccccc2[N+](=O)[O-])C2CCS(=O)(=O)C2)c1 (configuration not stated)	-17	1	-1	-8	-6	-5	-2	-11
COc1ccc(-c2cc(=O)oc3cc(OCC(=O)N4C[C@H]5C[C@@H](C4)c4cccc(=O)n4C5)ccc23)cc1	-6	4	2	0	-5	21	15	-13
Cc1cc(C)c(NN=c2c(=O)c3ccccc3c2=O)c(C)c1	32	8	-190	-15	-39	-133	-9	-14
O=C(COC(=O)c1cc2ccccc2cc1O)Nc1ccccc1F	-6	3	3	6	-8	-12	5	-11
C=CCn1c(=O)c2ccccc2n2c(SCc3csc(-c4ccccc4)n3)nnc12	-5	5	-10	2	-2	-47	4	4

Other compounds.
mol	SENP7 inh	Apaf-1 inh	Jurkat NFkB inh	Gli-Sufu antag	UBC13 inh	697 NFkB inh	HKDC1 inh	SENP8 block
CC(=O)c1ccccc1NC(=O)c1ccc2c(c1)NC(=O)C(C)S2 (configuration not stated)	23	26	-67	-64	2	-53	-4	11
Cc1cc(=O)oc2c3c(cc(OCC(=O)N[C@@H](C)C(=O)O)c12)OC(C)(C)CC3	-8	5	-24	-1	13	8	4	-10
Cc1ccc(N2C(=O)[C@@H]3[C@H](C2=O)C2c4ccccc4C=NN2[C@@H]3C(=O)c2ccc(Cl)cc2)cc1 (some centres not stated)	7	9	-2	-4	8	4	11	-6
COc1ccc(S(N)(=O)=O)cc1N(C)S(=O)(=O)c1ccccc1	4	5	4	-3	3	14	-8	8
O=C1C2CCCCC2C(=O)N1Cc1ccccc1 (configuration not stated)	-5	-2	1	-7	-4	-3	-14	-9
CCn1cnc2c1c(=O)n(Cc1ccc(C(=O)OC)cc1)c(=O)n2Cc1ccccc1	-7	13	-10	20	-2	8	-1	-8
COc1ccc2[nH]c3c(c2c1)CCN1C(=O)N([C@@H](C)C(=O)NCc2ccccc2OC)C(=O)[C@]31C	-10	16	-1	9	-2	-16	1	-9
S=c1[nH]c(-c2ccccc2)cn1/N=C/c1cccc2ccccc12	-6	5	-18	12	-3	-9	-3	-9
COC(=O)c1cc(S(=O)(=O)NCc2cccs2)c[nH]1	5	2	-8	-5	-2	-7	-4	0
O=C(NCCc1ccccc1)c1cc(S(=O)(=O)N2CCCC2)ccc1F	-9	14	7	-24	-1	-20	1	-13

Next part.
mol	SENP7 inh	Apaf-1 inh	Jurkat NFkB inh	Gli-Sufu antag	UBC13 inh	697 NFkB inh	HKDC1 inh	SENP8 block
Cc1cccc(C(=O)N2CCCC(N3CCN(c4cccc(Cl)c4)CC3)C2)n1 (configuration not stated)	-6	-12	-14	5	6	-7	-7	1
COc1cccc(-n2ccnc2SCC(=O)N2CCCc3ccccc32)c1	-7	6	-10	3	-5	-6	-6	-11
Cc1[nH]c2ccccc2c1C(=O)COC(=O)c1c(-c2ccccc2Cl)noc1C	-3	0	5	10	15	-26	-1	-12
O=C(Nc1ccc(F)cc1F)C1CCCN1S(=O)(=O)c1cccc2nsnc12 (configuration not stated)	-5	1	-9	3	-2	4	6	3
CCCn1cc(S(=O)(=O)c2ccc(C)cc2)c(=O)c2cc(OC)c(OC)cc21	1	-7	0	-4	-2	13	-1	-2
CCNC(=S)NNC(=S)NCc1ccccc1	5	-3	8	9	9	15	-10	-3
O=C(O)/C=C/C(=O)Nc1ccc(SC(F)(F)C(F)(F)C(F)(F)F)cc1	10	10	0	-2	-7	10	2	-11
C=C(C)Cn1c(N2CCC(Cc3ccccc3)CC2)nc2c1c(=O)[nH]c(=O)n2C	4	33	-12	30	6	-14	-1	81*
O=C(c1ccco1)N(Cc1ccco1)c1ccc(O)cc1	-2	7	9	-1	-1	-6	-3	0
COc1cc(/C=C2\SC(=O)N(CC(=O)Nc3ccc(C)cc3)C2=O)cc(Cl)c1OCC(=O)O	0	-16	16	12	-25	14	9	4
Cc1cc(C)n2nc(SC(C)C(=O)N3CC(C)OC(C)C3)nc2n1 (configuration not stated)	-5	-1	-12	0	-11	-3	-3	-14
CCN(c1ccccc1)S(=O)(=O)c1cc(NC(=O)Nc2ccccc2C#N)ccc1Cl	4	13	5	-3	-4	-8	-1	-7

4 entries out of the list above, sorted by the value under SENP8 block, falling.
| Structure | SENP8 block |
| --- | --- |
| O=C(NCCc1ccc(Cl)cc1)C1CCCN(S(=O)(=O)c2cnc[nH]2)C1 (configuration not stated) | 6 |
| COc1cc(OC)cc(C(=O)NCCCNC(=O)c2cccnc2)c1 | -3 |
| O=C(NCCc1ccccc1)c1cc(S(=O)(=O)N2CCCC2)ccc1F | -13 |
| Cn1c(NC(=S)Nc2ccccc2)nc2ccccc21 | -18 |
